NTR1 ag = NTR1-driven beta-arrestin-GFP spot formation – imaging, U2OS cells, high content, primary screen (AID 493036); actives 0.17% (n = 330,000); agonist mode; activation, % at 20 µM;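 active means activation at or above 40% of the spot to cytoplasm intensity ratio, with at least 20 cells analyzed; inconclusive means wells under 20 cells, flagged as cytotoxic or low count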;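 further: 0% = DMSO without peptide and 100% = 100 nM NTR1 peptide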
Target sequence (P30989 whole entry, looked up): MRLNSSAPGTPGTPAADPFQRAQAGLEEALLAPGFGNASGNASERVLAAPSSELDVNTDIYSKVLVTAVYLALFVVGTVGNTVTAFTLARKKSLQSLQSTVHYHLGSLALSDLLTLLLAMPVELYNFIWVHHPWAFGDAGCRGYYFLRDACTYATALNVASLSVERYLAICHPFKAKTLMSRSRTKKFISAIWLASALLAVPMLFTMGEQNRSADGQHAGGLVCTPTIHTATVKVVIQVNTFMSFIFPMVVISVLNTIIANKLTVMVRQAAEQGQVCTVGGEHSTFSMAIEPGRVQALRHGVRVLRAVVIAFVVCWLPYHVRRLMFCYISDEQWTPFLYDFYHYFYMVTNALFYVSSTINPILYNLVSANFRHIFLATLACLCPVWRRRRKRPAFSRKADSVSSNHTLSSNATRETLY
UTI89 phage lysis = inhibition of K1F phage lysis, E. coli UTI89, bacterial capsule biogenesis inhibitors, alamar blue (AID 488966). actives 0.02% (n = 340,000). E. coli UTI89 K1F phage lysis, alamar blue, 2 h; higher % means a stronger effect. inhibition, % at 100 µM; hits with a dose series show IC50 in µM;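 active means phage lysis inhibition, versus mean bacterial control, above a set limit; inconclusive means no clear call, values can overlap the other calls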;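 further: capsule biogenesis inhibitors block K1F phage lysis so surviving cells raise fluorescence; higher fluorescence means more inhibition of phage lysis; actives were called in the ten point dose series up to 300 µM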
GPR35 arrestin U2OS = GPR35 antagonists blocking zaprinast-driven arrestin recruitment, primary screen, imaging, U2OS, beta-arrestin-GFP, zaprinast agonist (AID 2058). U2OS GPR35 beta-arrestin-GFP translocation imaging, zaprinast antagonism; higher % means a stronger effect. one-dose inhibition, % at 10 µM; IC50 in µM for titrated hits. actives 0.052% (n = 290,000);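 active means inhibition of at least 50% with at least 30 cells and total cytoplasm GFP at most 10,000,000; inconclusive means under 30 cells or total GFP of 10,000,000 plus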
RSV antiviral HEp-2 = RSV antiviral activity via CPE protection, HEp-2 cells, primary 10 µM value included (AID 2391) | HEp-2 cells, RSV-induced CPE inhibition; higher % means a stronger effect | one-dose CPE inhibition, % at 10 µM; IC50 in µM for titrated hits | actives 0.13% (n = 310,000); in the data active means a potency from the dose series; inconclusive means CPE inhibition mostly from about 23% at the one dose, without a potency; inactive means the rest, 99 in 100 with CPE inhibition below about 21%; further: strong numbers were not always called active
WT yeast gro inh = growth inhibition of WT yeast, mitochondrial fusion screen | actives 2.1% (n = 190,000) | mitochondrial fusion phenotypic screen, WT strain | inhibition, % at 10 µM; in the data active means inhibition above about 58%; tested in S. cerevisiae
LYP inhibition = PTPN22 lymphoid phosphatase activity blockers – biochemical, fluorescence intensity, uHTS (AID 1779). recombinant LYP phosphatase, fluorescence intensity; higher % means a stronger effect. inhibition, % at 11.5 µM, or IC50 in µM where a hit was titrated. actives 0.054% (n = 290,000); in the data active means inhibition above about 50%;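 further: plate controls were vehicle with enzyme for no effect and no enzyme for full effect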
Autophagy HCS = modulators of autophagy; calls only at 10 µM (by protocol); actives 0.98% (n = 190,000); MEF GFP-LC3 puncta imaging; test concentration mostly 10 µM;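 active means percentage of spot-positive cells more than 3 SD above its plate mean, without a fluorescence outlier flag or 80% toxicity; inconclusive means no clear call, values can overlap the other calls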;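 further: spot-positive cell cutoff set from DMSO-treated cells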
AID2073 = inhibitors of Mint1-CaV2.2 protein interaction, biochemical, HTRF (AID 2073) | inhibition, % at 20 µM, or IC50 in µM where a hit was titrated | actives 0.19% (n = 290,000) | HTRF protein-protein interaction, Mint1-CaV2.2; higher % means a stronger effect; in the data active means inhibition mostly above about 51%, no sharp cut-off; inconclusive means no clear call, values can overlap the other calls; inactive means mostly below about 53%; further: some results filed as inactive read as strong as hits
Dengue-2 NS5 capping = Dengue-2 NS5 methyltransferase inhibitors, primary screen, biochemical, confirmation dose response (AID 588689) | Dengue-2 NS5 methyltransferase capping enzyme assay, biochemical; higher % means a stronger effect | inhibition, % at 25 µM; hits with a dose series show IC50 in µM | actives 0.3% (n = 340,000); in the data active means a potency from the dose series; inconclusive means inhibition above about 29% without an active follow-up result
WT yeast gro inh mutant strain = second read-out of WT yeast gro inh, no call of its own (marks repeat the call); inhibition, %; mitochondrial fusion phenotypic screen, mutant strain inhibition
Autophagy HCS cell loss 18 h = second read-out of Autophagy HCS, no call of its own (marks repeat the call); toxicity, %; measured here: cell loss, nuclei count;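 cell loss after 18 h compound exposure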
NTR1 ag cell count 20 µM = further read-out of NTR1 ag, marked with its call; cell count; measured here: cell count, cytotoxicity flag
Starred values were filed as active, the others as inactive; i = inactive; ? = inconclusive; · = not tested or not shown; [ ] = another dose, or the depositor's remark.

SMILES	NTR1 ag	NTR1 ag cell count 20 µM	UTI89 phage lysis	GPR35 arrestin U2OS	RSV antiviral HEp-2	WT yeast gro inh	WT yeast gro inh mutant strain	LYP inhibition	Autophagy HCS	Autophagy HCS cell loss 18 h	AID2073	Dengue-2 NS5 capping
Cc1noc(/C=C/c2cccnc2)c1[N+](=O)[O-]	1.6	88	0.5%[50 µM]	14%	8.2%	·	·	1%	·	·	16%	-33%
Nc1nc(Cl)cc(N2CCCC2)n1	0.3	55	-0.1%	-8%	0.4%	-18	-17	-11%	i	19	-4%	-1%
COc1ccc(N(CC(=O)NCc2cccnc2)S(=O)(=O)c2ccc(C)c([N+](=O)[O-])c2)cc1	0.9	54	-0.2%	-11%	-2.1%	-2	-7	-6%	i	19	1%	-8%
Cc1ccc(NC(=O)CNC(=O)N2CC(=O)Nc3ccccc32)cc1F	0.2	54	0.2%	7%	0.7%	·	·	-16%	·	·	6%	-10%
O=C1CCC(C(=O)N2CCCCCCC2)CN1Cc1cccc(C(F)(F)F)c1 (centres undefined)	-0.7	57	0.9%[50 µM]	8%	0.9%	·	·	-8%	·	·	16%	1%
CC(C)COc1cccc(C(=O)Nc2ccc(S(=O)(=O)N3CCOCC3)cc2)c1	7.7	69	0.3%	-19%	1.8%	-13	-2	-5%	i	0	7%	-1%
O=C1N=c2ccccc2=C1c1sc(Nc2cccc(O)c2)nc1O	2.9	53	-0.7%	-8%	3.4%	·	·	-3%	·	·	1%	3%
COc1ccc(NS(=O)(=O)c2cccc(C(=O)NNC(=O)c3ccc(Br)o3)c2)cc1	0.8	64	0.1%[50 µM]	·	20%	·	·	·	·	·	·	-6%
O=[N+]([O-])c1cc(/C=N/n2c(-c3cccnc3)n[nH]c2=S)ccc1Cl	3.2	51	3.3%	-5%	3.9%	-1	-19	-5%	i	14	-18%	-1%
Cc1ccc(Nc2nc3ccccc3nc2-n2nc(C)cc2C)cc1	9.5	53	-1.1%	-3%	3.1%	-8	17	-3%	·	·	12%	-3%
Cc1cc2ccccn2c1C(C[N+](=O)[O-])c1ccc(N(C)C)cc1 (centres undefined)	-0.2	76	0.0%	4%	1.9%	-2	-9	3%	i	7	18%	-53%
CC(=O)n1cc([C@H]2C=C(C(=O)N3CCN(Cc4ccccc4)CC3)O[C@@H](OCc3ccc(CO)cc3)C2)c2ccccc21	2.9	54	-0.3%	-15%	13%	13	-2	0%	i	-4	14%	-2%
O=C(NC(=S)N1CCN(Cc2ccccc2)CC1)c1ccccc1	0.4	41	7.2%	2%	1.2%	12	12	-9%	i	-11	-16%	4%
Cc1cc(C)c2[nH]c(=O)c(CN(CC3CCCO3)C(=O)c3cnccn3)cc2c1 (centres undefined)	-0.8	35	0.4%	-3%	1.2%	-10	-7	-3%	i	1	-2%	-4%
CCN(CC)CCCNC(=O)C1CCC(CNS(=O)(=O)c2c(C)cc(C)cc2C)CC1 (centres undefined)	1.0	79	0.1%	1%	-0.3%	·	·	-5%	·	·	5%	-1%
COC(=O)c1cc(C(=O)c2cccc(Cl)c2Cl)cn1C	0.0	75	1.2%	3%	10%	-1	-24	-7%	i	-3	13%	-6%
O=[N+]([O-])c1ccc(SCCc2ccccn2)cc1	1.6	52	0.4%	6%	0.2%	·	·	-5%	·	·	-5%	-4%
Cc1nnc(SCC(=O)N(C)c2ccccc2)n1Cc1ccccc1	1.0	45	2.1%	-1%	0.0%	-5	20	-5%	i	-1	11%	1%
Cc1ccc2c(C)c(C(=O)NCCc3ccco3)oc2c1C	6.8	56	0.1%	6%	5.3%	·	·	-7%	·	·	5%	2%
CCOc1ccc(CN(C)C(=O)CNC(=O)Cc2cccc3ccccc23)cc1	0.2	48	0.1%	-3%	6.3%	·	·	-10%	·	·	3%	-9%
CC1CCC(NC(=O)CNC(=O)c2cccs2)CC1 (centres undefined)	-1.1	65	-0.2%	7%	0.7%	·	·	-6%	·	·	8%	-2%
Oc1ccccc1Oc1c(F)c(F)nc(N2CCCC2)c1F	5.0	73	-0.5%	·	11%	35	8	2%	i	8	9%	-2%
O=C(Cc1ccc(-n2c(=O)[nH]c3ccccc3c2=O)cc1)N1CCN(c2ccccc2)CC1	-1.1	74	0.2%	-2%	10%	9	5	-2%	i	-16	4%	-2%
NNC(=O)c1cc2ccccc2cc1O	-0.5	45	-6.3%	10%	3.0%	9	3	6%	i	1	38%	-4%
Cc1cc(C2=NNC(=Nc3ccc(S(=O)(=O)N4CCOCC4)cc3)SC2)c(C)n1CC1CCCO1 (centres undefined)	2.7	29	0.1%	-10%	7.2%	-11	0	8%	i	0	42%	3%
COc1ccc(/C=C/C(=O)OCC(=O)Nc2c(C)cccc2C)cc1	0.0	38	-1.0%	-2%	1.9%	-1	4	4%	i	-2	11%	-6%
C#CCOCCOCCOCCNc1nc(N2CCN(C(=O)[C@H](CCCCN)n3cc([C@@H](N)CO)nn3)CC2)nc(N2CCN(C(=O)[C@H](Cc3ccc(O)cc3)n3cc([C@@H](N)CC(C)C)nn3)CC2)n1	-1.0	39	0.3%	-7%	0.0%	3	0	-11%	i	-13	-3%	-6%
Cc1ccc(NC(=O)CCNS(=O)(=O)c2cccc3nsnc23)cc1F	-1.1	61	0.0%	10%	3.6%	·	·	-1%	·	·	1%	-7%
Cc1ccc(COc2ccc(-c3nnco3)cc2)cc1	0.7	92	-0.1%	4%	5.8%	·	·	-4%	·	·	2%	-5%
O=C(c1ccccc1F)N(Cc1ccccc1)C1CCS(=O)(=O)C1 (centres undefined)	-0.8	55	1.6%	-7%	1.3%	-3	8	1%	i	13	4%	1%
Cn1c(SCc2nc3ccccc3s2)nnc1-c1ccc2c(c1)OCO2	3.9	55	7.1%	-4%	0.7%	27	-2	-9%	i	-14	-4%	-10%
CCOC(=O)c1c(NC(=S)Nc2ccccc2)sc2c1CC(C)(C)SC2	8.7	60	-0.1%	5%	2.2%	9	1	4%	i	-5	12%	-42%
CCCOc1ccc(/C=C/C(=O)OCC(=O)N(C)c2c(N)n(Cc3ccccc3)c(=O)[nH]c2=O)cc1OCC	4.5	63	-1.5%	·	-1.4%	·	·	·	·	·	·	4%
CC(C)(CO)Nc1ncnc2onc(-c3ccc(F)cc3)c12	0.5	86	0.0%	-5%	1.8%	·	·	-6%	·	·	2%	-5%
Cc1cc(CNC(=O)CC2C(=O)NCCN2Cc2ccccc2C(F)(F)F)on1 (centres undefined)	-0.4	37	0.3%	-3%	-1.2%	-7	-7	-5%	i	-28	-1%	5%
CCOC(=O)COn1c(=O)c(-c2ccc(Br)cc2)[n+]([O-])c2ccccc21	3.1	70	0.0%[50 µM]	-3%	0.1%	·	·	-4%	·	·	7%	-22%
Cc1ccccc1C(=O)Nc1nnc(CC(=O)N/N=C/c2ccncc2)s1	-0.4	55	·	-4%	1.9%	·	·	-2%	·	·	42%	·
COc1ccc(CCNC(=O)c2ccc3nc(N4CCOCC4)sc3c2)cc1OC	4.1	48	0.0%	-8%	0.3%	·	·	-9%	·	·	16%	-1%
CCN(CCCNC(=O)C1CCN(S(=O)(=O)CC)CC1)c1ccccc1	1.0	41	0.3%[50 µM]	-6%	0.4%	3	7	-2%	i	-15	0%	0%
O=C(Cc1ccccc1[N+](=O)[O-])NCc1ccc2c(c1)OCO2	-1.5	47	5.9%	7%	1.3%	17	12	-5%	i	0	-2%	-1%
Cc1nnc(Cn2cnc3c2c(=O)n(C)c(=O)n3C)o1	-1.9	50	-0.4%	-3%	0.6%	·	·	-12%	·	·	-6%	-1%
CCOC(=O)c1oc2nc(CC(C)C)c3c(c2c1N)CCC3	5.3	75	5.8%	1%	4.1%	22	-57	-17%	i	5	31%	-2%
Cc1cccc(Nc2c([N+](=O)[O-])c(=O)n(C)c3ccccc23)c1	0.3	75	1.7%[50 µM]	-3%	4.2%	-16	-4	-1%	i	-5	-1%	-1%
O=C(COC(=O)c1ccccc1C(=O)c1ccc(Cl)cc1)NCc1ccccc1	-0.9	95	0.1%	-2%	1.2%	6	1	-6%	i	5	0%	-13%
CCC(=O)N1CCN(c2ccccc2NC(=O)COc2cccc(C)c2C)CC1	3.2	61	-0.2%	-3%	?	·	·	-8%	·	·	5%	-1%
CCN(C(=O)COC(=O)c1[nH]c(=O)[nH]c(=O)c1N)c1ccccc1	-0.2	64	2.3%	-10%	-1.1%	-21	15	-6%	i	7	2%	-1%
CCCCNS(=O)(=O)c1ccc(S(=O)(=O)N2CCC3(CC2)OCCO3)cc1	2.0	64	1.6%[50 µM]	5%	0.3%	-17	-15	-1%	i	-4	-4%	-4%
Cc1ccc(-c2nc(SCC(=O)NCCN3C(=O)CSC3=O)[nH]c2-c2ccc(C)cc2)cc1	4.7	64	·	-3%	9.4%	-7	0	4%	i	7	6%	·
CC(=O)N1CCc2c(sc(NC(=O)C3CCCN3S(=O)(=O)c3cccs3)c2C(N)=O)C1 (centres undefined)	1.2	61	0.5%[50 µM]	·	3.1%	·	·	·	·	·	·	13%
COc1ccc2[nH]cc(CCNC(=O)COc3cc(C)cc4oc(=O)cc(C)c34)c2c1	0.7	83	8.0%	-13%	·	·	·	-2%	·	·	6%	-9%
Cc1ccc(N(CC(=O)N2CCc3ccccc32)C2=NC(=O)CS2)cc1	-2.5	79	4.0%	20%	1.9%	5	-7	0%	i	2	0%	1%
Cc1ccc(-c2noc(-c3ccoc3C)n2)cc1	0.4	84	0.3%	4%	-0.1%	-13	8	-6%	i	6	-10%	-13%
O=C(c1ccc(Br)cc1)N(C1=NCCCCS1)c1ccccc1	-0.4	42	0.9%	-21%	3.1%	23	26	2%	i	-2	6%	2%
S=C1NCCNC(=S)NCCOCCN1	-0.1	33	-1.3%	1%	-1.5%	-12	-3	2%	i	-16	-10%	-1%

Whole records, looked up by structure. Screens in order: NTR1 ag, NTR1 ag cell count 20 µM, UTI89 phage lysis, GPR35 arrestin U2OS, RSV antiviral HEp-2, WT yeast gro inh, WT yeast gro inh mutant strain, LYP inhibition, Autophagy HCS, Autophagy HCS cell loss 18 h, AID2073, Dengue-2 NS5 capping
CCC(=O)N1CCN(c2ccccc2NC(=O)COc2cccc(C)c2C)CC1 reads 3.2, 61, -0.2%, -3%, ?, ·, ·, -8%, ·, ·, 5%, -1%
Cc1nnc(Cn2cnc3c2c(=O)n(C)c(=O)n3C)o1 reads -1.9, 50, -0.4%, -3%, 0.6%, ·, ·, -12%, ·, ·, -6%, -1%
O=C(c1ccc(Br)cc1)N(C1=NCCCCS1)c1ccccc1 reads -0.4, 42, 0.9%, -21%, 3.1%, 23, 26, 2%, i, -2, 6%, 2%
CCN(C(=O)COC(=O)c1[nH]c(=O)[nH]c(=O)c1N)c1ccccc1 reads -0.2, 64, 2.3%, -10%, -1.1%, -21, 15, -6%, i, 7, 2%, -1%

Screens from PubChem BioAssay.
